Anthrax LF prot = blocks Bacillus anthracis lethal factor protease; multiplex microsphere protease cleavage assay, LF; inhibition, % at 10 µM; 360,000 compounds, 0.12% hits; AID 588501; also: plate controls were buffer without enzyme for full effect and enzyme alone for no effect
Target sequence (P15917 whole entry, looked up): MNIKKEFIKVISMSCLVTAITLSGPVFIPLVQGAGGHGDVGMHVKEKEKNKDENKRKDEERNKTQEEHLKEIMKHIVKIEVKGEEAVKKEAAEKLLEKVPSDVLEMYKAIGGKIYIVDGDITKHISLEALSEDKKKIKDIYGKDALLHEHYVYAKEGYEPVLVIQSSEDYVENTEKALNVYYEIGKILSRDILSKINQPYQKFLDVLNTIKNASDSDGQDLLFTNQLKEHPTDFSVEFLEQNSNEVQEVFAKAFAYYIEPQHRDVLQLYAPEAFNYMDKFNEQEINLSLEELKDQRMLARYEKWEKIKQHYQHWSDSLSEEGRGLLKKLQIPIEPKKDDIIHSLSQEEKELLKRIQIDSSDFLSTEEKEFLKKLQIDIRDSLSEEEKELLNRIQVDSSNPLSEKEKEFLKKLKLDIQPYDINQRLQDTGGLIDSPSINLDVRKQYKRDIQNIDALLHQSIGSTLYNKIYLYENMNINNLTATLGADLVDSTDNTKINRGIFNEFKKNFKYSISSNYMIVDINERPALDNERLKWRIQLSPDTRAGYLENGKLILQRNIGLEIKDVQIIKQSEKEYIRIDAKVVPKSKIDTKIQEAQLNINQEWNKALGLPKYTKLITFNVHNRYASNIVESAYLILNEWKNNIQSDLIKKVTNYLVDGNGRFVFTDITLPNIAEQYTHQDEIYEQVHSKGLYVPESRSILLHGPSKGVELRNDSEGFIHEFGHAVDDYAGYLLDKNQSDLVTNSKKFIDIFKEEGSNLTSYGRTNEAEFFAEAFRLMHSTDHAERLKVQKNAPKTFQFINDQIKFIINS
BoNT-F LC inh = blocks Botulinum neurotoxin F light chain protease; Multiplex microsphere protease cleavage assay, flow cytometry; inhibition, % at 10 µM; 360,000 compounds, 0.22% hits; AID 588497; in the data active = inhibition above about 35%, passing the limit was not always enough; inconclusive = no clear call, values can overlap the other calls; also: plate controls were buffer without enzyme for full effect and enzyme alone for no effect
FBA Mtb inh = inhibits M. tuberculosis FBA enzyme; purified M. tuberculosis FBA, fluorescence read-out; P9WQA3; AID 588726; 360,000 compounds, 2.3% hits; inhibition, % at 1 µM; in the data active = inhibition above about 27%;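 also: 0% = vehicle and 100% = reference inhibitor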
Mtb BioA inh = blocks M. tuberculosis BioA enzyme activity | purified M. tuberculosis BioA enzyme, plate reader | inhibition, % at 9.99 µM | 360,000 compounds, 0.096% hits; in the data active = inhibition above about 40%; inconclusive = no clear call, values can overlap the other calls
GDH-TPI counter = inhibits GDH-TPI coupling enzymes, artifact for Mtb FBA screen; inhibition, % at 4.8 µM; 360,000 compounds, 1.2% hits; GDH-TPI coupled enzyme counterscreen, NADH absorbance; in the data active = inhibition above about 30%;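 also: 0% = DMSO wells and 100% = wells lacking the enzyme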
PfHsp40 yeast = compounds rescuing yeast from Plasmodium falciparum HSP40 toxicity | 340,000 compounds, 0.68% hits | AID 504582 | growth rescue, % at 12.5 µM | S. cerevisiae expressing PfHsp40, growth rescue, ATP luminescence; in the data active = growth rescue above about 28%, passing the limit was not always enough; inconclusive = no clear call, values can overlap the other calls;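 also: yeast W303a lacking pdr1 and pdr3 grown in galactose medium; growth measured after three days at 30 °C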
FadD28 FP inh = blocks FadD28 binding to the bisubstrate probe | fluorescence polarization | inhibition, % at 12.5 µM | 360,000 compounds, 0.22% hits | AID 588549; in the data active = inhibition above about 8.5%, passing the limit was not always enough; inconclusive = no clear call, values can overlap the other calls
BoNT-A LC inh2 = inhibitors of Botulinum neurotoxin A light chain protease; multiplex microsphere protease substrate cleavage, flow cytometry; inhibition, % at 10 µM; 360,000 compounds, 0.17% hits; AID 588499; also: plate controls were buffer without enzyme for full effect and enzyme alone for no effect
UGM FP inh = blocks M. tuberculosis UGM enzyme; P9WIQ1; purified UGM, fluorescence polarization probe displacement; inhibition, % at 10 µM; 320,000 compounds, 0.06% hits; AID 504406; in the data active = inhibition above about 10%, passing the limit was not always enough; inconclusive = no clear call, values can overlap the other calls
* marks the source's active call; other numbers are inactive results; ? = inconclusive; nt = not tested or not shown; & = joins results of further samples. Rule as the data show it, unless noted: active = inhibition above about 30%; inconclusive = no clear call, values can overlap the other calls; inactive = below that.

#	SMILES	Anthrax LF prot	BoNT-F LC inh	FBA Mtb inh	Mtb BioA inh	GDH-TPI counter	PfHsp40 yeast	FadD28 FP inh	BoNT-A LC inh2	UGM FP inh
1	CCN(CC)C(=O)CC(c1cc(OC)c(OC)c(OC)c1)c1c(OC)cc(OC)c2ccc(=O)oc12 (configuration not stated)	-2	-1	7	-0.2	24	-1.8	0.6	0.1	-2.7
2	COc1cc(COCC(O)CN2CCN(Cc3ccc4c(c3)OCO4)CC2)cc(OC)c1OC (configuration not stated)	1	-2	1	nt	9	0.8	0.5	-0.2	0.9
3	Cc1ccc(NC(=O)c2cc(=O)[nH]c3ccc(S(=O)(=O)N4CCOCC4)cc23)cc1	1	-2	-1	-1.4	2	-0.6	-1.8	-0.9	-0.6
4	CCc1c(C)sc(NC(=O)c2cccs2)c1C#N	0	-2	-4	nt	15	-2.0	-1.2	1.0	0.3
5	O=C(COC(=O)c1ncc(Cl)c(Cl)c1Cl)NC(=O)NCc1ccccc1	-4	4	-1	-2.2	2	-0.2	-1.9	-0.9	3.4
6	COc1ccc(-c2csc(N(CC3CCCO3)C(=O)c3ccc(C)cc3)n2)cc1 (configuration not stated)	-12	-14	0	-0.4	3	0.7	-0.4	-1.8	0.9
7	Cn1c(SCC(=O)Nc2ccc3c(c2)OCCO3)nnc1-c1ccccn1	13	-1	-4	nt	-6	1.7	-2.9	-1.0	0.2
8	O=C(NCCc1ccccc1)C1CCCN(S(=O)(=O)c2cnc[nH]2)C1 (configuration not stated)	-1	-3	3	-2.4	16	-0.1	0.7	-0.2	1.6
9	CC1CCN(C(=O)CSc2ccc(-c3cccnc3)nn2)CC1	-3	-4	1	19	7	-1.6	0.0	-3.0	1.9
10	CCOC(=O)C1CCCc2c1[nH]c1c(C(=O)O)cccc21 (configuration not stated)	-1	-13	4	-0.6	9	-1.2	-0.4	-1.6	1.5
11	COc1ccc(C2c3ccc(O)cc3Oc3ncn(CCN4CCOCC4)c(=N)c32)cc1OC (configuration not stated)	1	-4	4	-12	8	0.9	-2.7	-0.4	5.7
12	CCCCC1(O)CC(C(F)(F)F)=NN1C(=O)COc1ccccc1 (configuration not stated)	-1	-4	0	2.3	2	0.4	-0.2	-0.7	3.7
13	O=C(CSc1nnnn1C1CCCCC1)Nc1nc2c(s1)CCCC2	0	-7	-3	0.8	-9	2.1	-2.1	-1.3	-1.2
14	O=C(COC(=O)CNC(=O)c1ccccc1Cl)NC1CCCC1	1	-4	-1	1.9	3	-0.8	-0.2	-0.2	3.3
15	CC1=C/C(=N\NC(=O)c2cccs2)CC(C)(C)C1	0	-4	1	nt	3	-1.4	0.9	-0.4	2.8
16	CCN(CC(=O)Nc1ccc(NC(C)=O)cc1)C(=O)c1ccccc1CCc1ccccc1	-2	4	1	1.4	2	1.5	1.8	-0.3	nt
17	COc1ccc(-c2oc3ccccc3c2C(=O)OCc2ccccc2)cc1	-3	-10	99*	-1.3	7	-0.4	-3.4	0.0	1.0
18	C#CCOCCOCCOCCNc1nc(N2CCN(C(=O)[C@H](CO)n3cc([C@@H](N)C(C)C)nn3)CC2)nc(N2CCN(C(=O)[C@H](CCCCN)n3cc([C@@H](N)[C@H](C)CC)nn3)CC2)n1	0	-16	1	-1.5	-3	2.7	-2.8	-0.5	-0.1
19	CCOP(=O)(OCC)c1ccc2c(c1)C(=O)c1ccccc1CC2	0	-7	1	2.2	2	-0.4	-0.9	0.1	-2.0
20	O=C(NCC1CC1)Nc1cccc(Cl)c1	-5	-30	-2	1.4	3	-2.6	nt	-9.0	1.0
21	Cc1ccc(S(=O)(=O)Nc2ccc(N3CCOCC3)cc2)cc1[N+](=O)[O-]	-6	-14	-1	nt	1	-0.7	-1.3	-0.6	4.0
22	O=C(Nc1ccc2c(c1)nc1n2CCCCC1)c1cc(S(=O)(=O)N2CCOCC2)ccc1Cl	2	-3	-3	-0.3	-14	0.1	-4.1	-0.1	2.7
23	CCN1C(=O)/C(=C\C(=O)c2cccs2)c2cc(Br)ccc21	-8	0	6	nt	11	-0.2	-0.4	1.4	0.1
24	N/C(Cc1nc(-c2ccc(F)cc2)cs1)=N\O	nt	nt	0	-1.7	-2	-0.8	-1.5	nt	1.0
25	CCOC(=O)C1CCN(c2nc(-c3ccc(Br)cc3)nc3ccccc23)CC1	-9	-3	2	nt	7	5.0	-0.2	-0.8	-1.4
26	Cc1nnc2ccc(-c3ccc(NC(=O)c4ccco4)cc3)nn12	-5	-4	19	nt	10	1.5	-3.4	-1.1	0.9
27	C[C@H](CO)N1C[C@H](C)[C@@H](CN(C)S(=O)(=O)c2ccc(F)cc2)OCc2cnnn2CCCC1=O	-5	0	-1	-0.8&-1.2	-3	nt	-2.0	-0.4	nt
28	CC(C)NS(=O)(=O)c1ccc(OCC(=O)Nc2ccc(F)cc2F)cc1	-2	-4	3	-0.1	4	-1.6	-1.4	-3.3	-3.4
29	O=C(NC1CC1)c1ccc2nc([C@H]3C[C@H](O)[C@@H](CO)O3)[nH]c2c1	3	-3	-1	-0.2	4	nt	0.0	-0.1	nt
30	CCCCC(=O)NCCNc1nc2c(c(=O)n(C)c(=O)n2C)n1Cc1ccc(F)cc1	-4	1	3	1.4	-5	0.5	0.1	-1.3	0.9
31	COc1cc(/C=C/c2ccc3cccc([N+](=O)[O-])c3n2)ccc1OCC(=O)O	1	4	-3	3.8	45*	-0.7	2.1	0.2	0.9
32	CCOc1cc(S(=O)(=O)NCc2cccnc2)c(C)cc1C	-4	-6	4	nt	-7	-0.2	-0.7	-1.0	-1.0
33	COc1ccc(N(CCC#N)C(=O)/C(C#N)=C/c2cccs2)cc1	-8	-8	-2	nt	27	nt	-4.4	-0.4	0.2
34	CCOc1ccc(/C=N/NC(=O)c2ccc(Cn3cc([N+](=O)[O-])cn3)o2)cc1	1	-1	-5	9.7	42*	-1.6	-1.6	0.8	-2.5
35	S=c1[nH]nc(C2CCCCC2)n1/N=C/c1ccc(Br)cc1	-11	5	5	-1.1	1	-1.5	1.2	-2.5	0.4
36	COc1ccc(Cc2nnc(NC(=O)CSc3ccc(C)cc3)s2)cc1OC	1	-4	0	-0.6	3	-0.7	-1.0	0.1	-2.0
37	Nc1ncc(-c2ccccc2)n1CC1CCCO1 (configuration not stated)	0	-27	-1	0.6	11	-2.4	-2.5	-0.5	-0.5
38	O=C(Nc1ccc2nc(-c3ccc4nc[nH]c4c3)[nH]c2c1)c1cccs1	-8	-26	5	8.3	27	-0.3	-0.3	-0.3	-0.4
39	CCCS(=O)(=O)N1CCCC(C(=O)Oc2ccc(C)c(C)c2)C1 (configuration not stated)	1	?	2	2.0	-6	-0.4	-2.8	-2.0	-0.2
40	CCOc1ccccc1Nc1nc(-c2cccnc2)cs1	6	?	-1	0.7	-2	1.5	-3.6	-5.2	-0.7
41	O=C1CC(=C(c2ccccc2)c2ccccc2)C(=O)N1CCN1CCN(c2cccc(Cl)c2)CC1	-1	-8	-2	-1.9	0	2.7	-0.7	0.2	-1.9
42	O=C(CN(CC1CCCO1)C(=O)CNS(=O)(=O)c1ccc(F)cc1)NCCc1ccccc1 (configuration not stated)	7	24	-3	-0.3	-3	-1.1	-2.7	0.9	-2.9
43	CCC(C)[C@H](NC(=O)NCc1ccc(Cl)cc1)C(=O)OC (some centres not stated)	-3	-3	2	-2.5	14	1.4	-1.8	-0.4	1.8
44	C=CCn1c(O)c(C(C)=NCCC2=CCCCC2)c(=O)[nH]c1=O	6	1	4	-1.9	4	1.3	-0.1	-0.1	-2.8
45	COc1cc(C2NC(=O)NC(C)=C2C(=O)OC2CCC(C)CC2)ccc1O (configuration not stated)	-9	-15	3	1.1	4	1.6	0.6	1.1	0.5

Quoted at random: two entries already listed.
#	SMILES	Anthrax LF prot	BoNT-F LC inh	FBA Mtb inh	Mtb BioA inh	GDH-TPI counter	PfHsp40 yeast	FadD28 FP inh	BoNT-A LC inh2	UGM FP inh
35	S=c1[nH]nc(C2CCCCC2)n1/N=C/c1ccc(Br)cc1	-11	5	5	-1.1	1	-1.5	1.2	-2.5	0.4
40	CCOc1ccccc1Nc1nc(-c2cccnc2)cs1	6	?	-1	0.7	-2	1.5	-3.6	-5.2	-0.7

(more compounds)
#	SMILES	Anthrax LF prot	BoNT-F LC inh	FBA Mtb inh	Mtb BioA inh	GDH-TPI counter	PfHsp40 yeast	FadD28 FP inh	BoNT-A LC inh2	UGM FP inh
46	CN(CC(=O)Nc1cc(Cl)cc(Cl)c1)Cc1cccs1	10	-25	-3	-0.8	-5	1.7	-4.4	-1.8	1.5
47	O=C(Nc1ccccc1)c1cc(C2CCCCN2C(=O)OCc2ccccc2)on1 (configuration not stated)	-4	-2	1	-1.2	9	nt	0.7	0.5	nt
48	O=C(Nc1ccccc1Cl)NC1(C(=O)N2CCC(O)CC2)CCCCC1	-3	-7	2	-2.4	1	0.3	-0.5	2.4	2.7
49	Cc1[nH][nH]c(=O)c1/C=N/N1CCOCC1	-4	1	0	-0.2	12	-0.5	-2.1	0.2	-5.0
50	Cc1ccc(S(=O)(=O)N(CC(=O)NCc2ccncc2)Cc2ccccc2F)cc1	10	35*	0	1.8	1	1.1	-2.0	-1.5	3.1
51	CCCN(Cc1nnc(-c2ccccc2Cl)o1)C(=O)c1cccc(S(=O)(=O)N2CCOCC2)c1	0	6	0	4.2	2	0.3	-3.1	2.5	1.2
52	c1ccc2c(c1)ncn2-c1ccc(-c2ccnc(-c3ccncc3)n2)cc1	2	-11	-1	-0.7	8	0.9	1.3	-1.0	-0.7
53	CC(=O)c1c(C)nc(-c2ccccc2)n1O	-2	2	-1	-0.1	20	0.3	0.6	2.4	-1.9
54	N#C/C(=C(/O)CSc1ccccc1C(=O)O)c1nc2ccccc2s1	-1	-7	-4	-0.6	73*	0.4	1.5	0.4	14*
55	O=C(O)C(=Cc1cccc([N+](=O)[O-])c1)c1ccc(Cl)cc1	2	0	2	-0.4	3	-0.8	-7.8	-0.6	nt
56	O=C(Cn1c(=O)c2c(ncn2C2CCCC2)n(Cc2ccccc2)c1=O)N1CCc2ccccc21	-3	-6	-2	-2.4	-8	5.3	-3.8	-0.5	7.3
57	COc1cc(OC)cc(-c2nnc(NC(=O)CCS(=O)(=O)c3ccccc3)o2)c1	1	-2	-1	0.2	-5	0.0	-2.4	2.8	-1.5
58	COc1cccc(CNC(=O)C(C)n2nc(C)n3c(cc4occc43)c2=O)c1 (configuration not stated)	-2	8	2	8.1	-4	0.0	-0.3	0.0	-1.3
59	CCCS(=O)(=O)N1CCN(Cc2ccc([N+](=O)[O-])cc2)CC1	-1	2	3	-0.3	-2	1.3	-2.8	-0.3	-0.8
60	CCOc1ccc(NC(=O)CC2C(=O)N(CC)C(=S)N2NC(=O)c2ccncc2)cc1 (configuration not stated)	-10	?	2	nt	-5	0.1	-4.6	?	0.3
61	CCN(Cc1cnn(C)c1)C(=O)c1cc(COc2ccc(F)cc2F)on1	-3	-4	-1	nt	13	-0.3	-4.5	-0.6	2.4
62	Cc1cc(C)n(CC2CC(=O)N(c3cc(Cl)cc(Cl)c3)C2=O)n1 (configuration not stated)	-1	-2	3	0.0	-11	-0.3	-4.6	-0.1	1.7
63	COc1cc(OC)c(-c2cc(C(=O)O)ccc2OC)c(OC)c1	-1	-5	-2	3.6	-3	0.5	-3.8	0.1	0.9
64	COc1cc2c(cc1OC)-c1cc(Nc3ccc4c(c3)OCCO4)nc(=O)n1CC2	-6	-18	3	1.5	36*	1.1	-0.7	2.0	-0.2
65	c1ccc(-c2ncnc3ccccc23)cc1	-1	-3	-1	nt	3	0.1	0.1	0.1	nt
66	CCOC(=O)N1CCN(C(=O)CSCC(=O)Nc2nc(-c3ccc(-c4ccccc4)cc3)cs2)CC1	-6	-19	4	-1.1	15	2.0	-2.6	-1.6	-0.7
67	CC(C)(C)CC(=O)Nc1ccc(S(=O)(=O)NC2=NCCCCC2)cc1	-5	-2	-3	7.8	-6	0.2	-4.0	0.1	-0.9
68	CN(C)c1ccc(/C=N\NC(=O)c2cccc3cc[nH]c23)cc1	1	-11	0	nt	27	-0.8	-0.4	-0.7	-1.9
69	COc1cccc(NC(=S)N2CCN(Cc3ccccc3)CC2)c1	-1	-3	0	nt	0	0.5	-2.4	-0.7	-0.7
